Compound activity: PubChem, several laboratories
MsrA inhibitor – inhibitors of bovine MsrA | purified bovine MsrA, absorbance read-out | inhibition, % at 15.5 µM | actives 0.75% (n = 360,000); in the data active means inhibition above about 4.5%;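 further: 0% = vehicle wells with enzyme and 100% = reference inhibitor wells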
CSN inh – blocks human CSN-mediated cullin deneddylation. actives 0.38% (n = 360,000). Q92905. inhibition, % at 12.5 µM. Purified CSN, SCF-Nedd8-OG deneddylation, fluorescence polarization;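 active means pattern-corrected inhibition above about 35%, with an unprinted fluorescence ratio check between 0.5 and 1.5, limit read from the data, passing the limit was not always enough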;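 further: 0% = enzyme with substrate and 100% = substrate without enzyme; some results filed as inactive read as strong as hits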
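Material: human Csn5 produced in HEK293T cells; Input: enzyme 0.24 nM; Reagent: SCFSkp2-Nedd8OG substrate at 10 nM final; Dosing: 12.5 µM compound; Incubation: 90 min reaction at room temperature; Detection: fluorescence polarization of the substrate; Evaluation: % inhibition of substrate cleavage by Csn5; Control set: substrate-only high control, full reaction low control.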
MT1-MMP act inh – inhibitors of human MT1-MMP activation. HT1080 RFP-PRO-GFP cells, GFP/RFP ratio fluorescence, overnight; percent of plate control window, DMSO zero. GFP/RFP ratio change, % at 20 µM. actives 0.061% (n = 360,000);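 active means GFP/RFP ratio change of at least 30% with cell ATP level not reduced by more than half and red fluorescence within 50% of control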; further: strong numbers were not always called active
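Assay system: HT1080 cells carrying an RFP-PRO-GFP reporter | Dosing: Single dose of 20 µM compound, 1% DMSO final | Incubation: Cells overnight before dosing, compound overnight, 37 °C, 5% CO2 | Evaluation: GFP/RFP fluorescence ratio | Control set: DMSO and RFP-L50D-GFP cell wells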
MLLE-PAM2 inh – inhibitors of microRNA-mediated deadenylation, human PABP1 MLLE binding; GST-MLLE / FITC-PAM2 fluorescence polarization; actives 0.36% (n = 360,000); P11940; inhibition, % at 20 µM; AID 588489; in the data active means inhibition above about 35%, passing the limit was not always enough;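 further: plate controls were DMSO wells with GST-MLLE for no effect and wells lacking GST-MLLE protein for full effect; some results filed as inactive read as strong as hits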
E coli Lon inh – inhibitors of E. coli Lon protease | P0A9M0 | purified E. coli Lon protease, fluorescence polarization | inhibition, % at 7.94 µM | actives 0.42% (n = 360,000); in the data active means inhibition above about 13%, passing the limit was not always enough;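 further: 0% = enzyme with probe and DMSO and 100% = no enzyme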
MsrA act – bovine methionine sulfoxide reductase A activation; purified bovine MsrA, absorbance read-out; activation, % at 10.6 µM; actives 0.3% (n = 360,000); in the data active means activation above about 7.5%;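 further: 0% = vehicle and 100% = reference activator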
FAS-TE inh – blocks the thioesterase domain of human fatty acid synthase; P49327; recombinant FAS-TE, OMFH fluorogenic substrate, fluorescence endpoint; inhibition, % at 15 µM; actives 0.67% (n = 360,000);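 active means compounds whose normalised, plate-corrected inhibition of enzyme fluorescence in the single-dose primary screen is 50% or more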;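 further: 0% = DMSO with enzyme and 100% = substrate without enzyme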
Rpn11 inh – blocks the human proteasome subunit Rpn11 | O00487 | human 26S proteasome, Ub4-pepOG fluorescence polarization; 20S core pre-blocked with epoxomicin | calls only at 20 µM | actives 0.59% (n = 360,000);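 active means inhibition at 20 µM, scaled to each plate's controls, above about 33%, limit read from the data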
Rin1 Abl inh – inhibitors of human Rin1-Abl protein interaction; TR-FRET Rin1/Abl binding, biochemical; inhibition, % at 7.35 µM; actives 0.4% (n = 360,000); AID 588664; in the data active means inhibition above about 5%, passing the limit was not always enough
Target sequence (P00519 whole entry, looked up): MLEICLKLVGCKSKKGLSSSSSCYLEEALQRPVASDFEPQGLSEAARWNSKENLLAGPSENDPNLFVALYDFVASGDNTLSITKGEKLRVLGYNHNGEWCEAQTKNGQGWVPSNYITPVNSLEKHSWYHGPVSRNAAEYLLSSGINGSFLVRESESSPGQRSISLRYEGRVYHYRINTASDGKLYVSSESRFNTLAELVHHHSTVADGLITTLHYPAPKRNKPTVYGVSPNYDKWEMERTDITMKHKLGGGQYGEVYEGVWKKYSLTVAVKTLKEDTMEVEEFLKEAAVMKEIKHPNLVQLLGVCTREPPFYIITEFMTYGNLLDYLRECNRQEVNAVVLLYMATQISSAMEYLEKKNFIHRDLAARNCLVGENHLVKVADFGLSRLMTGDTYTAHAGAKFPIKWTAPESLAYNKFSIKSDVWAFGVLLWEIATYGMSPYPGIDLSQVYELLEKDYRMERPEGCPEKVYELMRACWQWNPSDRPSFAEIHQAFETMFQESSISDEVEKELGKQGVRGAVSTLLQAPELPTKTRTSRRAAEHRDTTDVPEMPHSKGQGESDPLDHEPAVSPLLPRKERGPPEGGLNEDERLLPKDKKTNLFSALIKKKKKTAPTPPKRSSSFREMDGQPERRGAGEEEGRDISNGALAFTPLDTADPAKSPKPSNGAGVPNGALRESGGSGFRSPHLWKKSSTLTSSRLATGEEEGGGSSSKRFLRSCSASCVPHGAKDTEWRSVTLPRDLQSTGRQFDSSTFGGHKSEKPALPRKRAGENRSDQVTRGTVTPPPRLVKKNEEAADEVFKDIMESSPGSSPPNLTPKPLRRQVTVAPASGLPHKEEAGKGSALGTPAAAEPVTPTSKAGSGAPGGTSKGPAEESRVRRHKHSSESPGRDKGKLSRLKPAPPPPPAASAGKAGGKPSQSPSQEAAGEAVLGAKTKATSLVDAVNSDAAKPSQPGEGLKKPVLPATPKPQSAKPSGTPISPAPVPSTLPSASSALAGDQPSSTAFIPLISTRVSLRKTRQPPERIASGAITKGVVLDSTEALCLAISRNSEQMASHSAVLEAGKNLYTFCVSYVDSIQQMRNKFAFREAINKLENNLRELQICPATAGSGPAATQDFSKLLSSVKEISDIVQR
Target sequence (Q13671 whole entry, looked up): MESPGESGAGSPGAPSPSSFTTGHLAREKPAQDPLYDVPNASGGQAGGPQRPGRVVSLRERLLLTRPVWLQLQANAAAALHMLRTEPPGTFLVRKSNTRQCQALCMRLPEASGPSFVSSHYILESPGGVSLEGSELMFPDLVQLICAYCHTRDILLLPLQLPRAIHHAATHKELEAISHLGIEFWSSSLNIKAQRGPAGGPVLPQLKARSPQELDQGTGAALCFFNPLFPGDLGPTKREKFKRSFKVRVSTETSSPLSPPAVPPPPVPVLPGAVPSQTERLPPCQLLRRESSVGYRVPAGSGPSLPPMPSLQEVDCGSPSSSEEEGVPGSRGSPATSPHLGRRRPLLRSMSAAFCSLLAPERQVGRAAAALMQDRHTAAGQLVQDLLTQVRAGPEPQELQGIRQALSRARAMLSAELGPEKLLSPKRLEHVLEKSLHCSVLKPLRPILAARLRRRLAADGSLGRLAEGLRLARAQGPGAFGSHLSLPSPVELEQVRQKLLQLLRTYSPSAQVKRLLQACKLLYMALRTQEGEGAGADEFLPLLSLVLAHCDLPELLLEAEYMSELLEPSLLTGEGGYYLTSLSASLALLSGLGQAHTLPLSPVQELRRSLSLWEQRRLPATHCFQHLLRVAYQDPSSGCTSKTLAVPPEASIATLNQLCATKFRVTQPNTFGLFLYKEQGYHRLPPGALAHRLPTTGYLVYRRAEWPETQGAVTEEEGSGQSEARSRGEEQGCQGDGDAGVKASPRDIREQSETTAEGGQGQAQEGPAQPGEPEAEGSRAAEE
* hit, by the source's call; i = inactive; . = no result given.

molecule,MsrA inhibitor,CSN inh,MT1-MMP act inh,MLLE-PAM2 inh,E coli Lon inh,MsrA act,FAS-TE inh,Rpn11 inh,Rin1 Abl inh
Cc1ccc(S(=O)(=O)/N=C2\C=C(NS(=O)(=O)c3ccccc3)C(=O)c3ccccc32)c(C)c1,-0.7,3,39*,13,17,-8,16,i,0
COc1ccccc1C(CNC(=O)c1ccc(-c2ccccc2Cl)o1)N1CCCC1 (stereo not given),-0.9,5,-4,-7,8,-4,4,i,-1
COc1ccccc1N=c1oc2c(OC)cccc2cc1C(=O)NCc1ccco1,.,-1,2,-11,-3,-2,3,i,-4
O=C(O)C1CCN(S(=O)(=O)c2cccc3cccnc23)CC1,0.9,3,1,11,6,0,-6,i,3
Cc1cc(Br)ccc1OCC(=O)N1CCCCCC1,-0.5,0,0,-4,-8,-2,2,i,1
N=c1c2c(n(Cc3ccc(F)cc3)c3c1CCC3)CCC2,0.7,-5,5,-8,-1,-5,-8,i,3
O=C(c1cccc(F)c1)N1CCN(Cc2ccco2)CC1,0.2,-3,-2,7,-3,-5,-7,i,3
O=C1CC(c2ccc(F)cc2)CC2=C1C=Nc1ccccc1N2 (stereo not given),-0.8,-4,-2,8,-2,-2,2,i,3
CCOc1ccc(NC(=S)NN2C(C)CCCC2C)cc1 (stereo not given),0.5,-1,-6,-11,-1,5,-5,i,-1
CC(C)(C)NC(=O)NC(=O)CN1CCCCC1,1.1,9,-2,4,2,-3,-6,i,2
CC(=O)/C(=N/Nc1ccccc1[N+](=O)[O-])N1CCCc2ccccc21,3.1,-5,7,0,-5,-3,34,i,0
CC(=O)NC1=NN(C(C)=O)C(C)(c2ccc(Cl)s2)S1 (stereo not given),0.2,3,-5,-2,-5,-3,8,i,3

The list goes on; the last 2 above are carried over.
molecule,MsrA inhibitor,CSN inh,MT1-MMP act inh,MLLE-PAM2 inh,E coli Lon inh,MsrA act,FAS-TE inh,Rpn11 inh,Rin1 Abl inh
CC(=O)/C(=N/Nc1ccccc1[N+](=O)[O-])N1CCCc2ccccc21,3.1,-5,7,0,-5,-3,34,i,0
CC(=O)NC1=NN(C(C)=O)C(C)(c2ccc(Cl)s2)S1 (stereo not given),0.2,3,-5,-2,-5,-3,8,i,3
Cc1cc(C(=O)Cn2cncn2)c(C)n1CCc1ccc(F)cc1,-0.5,2,-9,-7,-5,-5,-6,i,-2
CCOc1ccc(N(CC(=O)NC2CCCC2)C(=O)c2ccc(C)s2)cc1,-0.1,-2,-2,13,7,-3,11,i,0
Cc1cc(OCc2nnc(SCC(=O)O)n2-c2ccccc2)ccc1Cl,-0.7,0,-1,-28,0,-2,-2,i,-1
CCCCNC(=O)CSc1nc2ccsc2c(=O)n1C1CCN(C(=O)OCC)CC1,0.9,0,4,5,8,-2,-6,i,-2
O=C(c1cccc(S(=O)(=O)NCc2ccccc2)c1)N1CCN(c2ccccc2)CC1,-0.4,-1,-6,1,-6,0,6,i,2
Cc1ccc(O)c(NC(=O)c2noc3c2CCc2ccccc2-3)c1,0.9,-13,2,4,-7,-3,2,i,2
C[C@@H]1CCCCO[C@H](CN(C)S(=O)(=O)c2cn(C)cn2)[C@H](C)CN([C@@H](C)CO)C(=O)c2cc(NC(=O)c3ccccc3)ccc2O1,0.0,1,0,-33,5,-3,-7,i,-2
COC(=O)C1=NNC2C(=O)N(C3CCCCC3)C(=O)C12 (stereo not given),-0.1,3,1,-2,-5,-2,-4,i,-2
CCOc1ccc(Cl)cc1-c1cc(C(=O)NC(C)C)[nH]n1,-1.0,-3,-3,1,4,-10,-1,i,-1
COc1cc(C2NC(=O)N(C)C3=C2C(=O)CCC3)cc(OC)c1OC (stereo not given),3.2,-1,0,0,1,0,-7,i,0
COc1ccc(OCC(O)CON2C(=O)c3ccccc3C2=O)cc1 (stereo not given),-0.7,0,4,1,1,0,-5,i,1
CCOC(=O)c1c(NC(=O)CSc2nnc(-c3ccc(OC)cc3)o2)sc2c1CCC2,0.6,1,0,-37,5,1,19,i,-5

3 entries from above, ordered by SMILES length, lowest first:
molecule,MsrA inhibitor,CSN inh,MT1-MMP act inh,MLLE-PAM2 inh,E coli Lon inh,MsrA act,FAS-TE inh,Rpn11 inh,Rin1 Abl inh
Cc1cc(C(=O)Cn2cncn2)c(C)n1CCc1ccc(F)cc1,-0.5,2,-9,-7,-5,-5,-6,i,-2
Cc1cc(OCc2nnc(SCC(=O)O)n2-c2ccccc2)ccc1Cl,-0.7,0,-1,-28,0,-2,-2,i,-1
CCOC(=O)c1c(NC(=O)CSc2nnc(-c3ccc(OC)cc3)o2)sc2c1CCC2,0.6,1,0,-37,5,1,19,i,-5

(cont.)
molecule,MsrA inhibitor,CSN inh,MT1-MMP act inh,MLLE-PAM2 inh,E coli Lon inh,MsrA act,FAS-TE inh,Rpn11 inh,Rin1 Abl inh
CN(C)c1nc(N/N=C/c2ccccc2O)nc(Nc2ccc(F)cc2)n1,0.7,-17,4,16,7,-4,10,i,2
COc1ccccc1N=C1NC(=O)/C(=C/c2ccc(N(C)C)cc2)S1,2.2,41*,-171,-138,-464,-5,-15,.,-3
COC(CNC(=O)c1coc2nc3ccccc3nc12)OC,2.8,-2,-7,0,-9,-3,-1,i,-2
CCN(CC)c1ccc(NC(=O)c2cc3c(OC)cccc3[nH]2)cc1,2.4,1,6,5,7,-11,24,i,-1
O=C(CCNc1ccc(Cc2ccncc2)cc1)c1cccc([N+](=O)[O-])c1,0.7,-6,-3,24,1,-13,32,i,3
O=C1CCN(Cc2ccccc2)C=C1c1cccc(O)c1,3.2,2,1,16,-7,-3,-10,i,0
O=C(c1cccnc1)N1CCC(Oc2ccc(C(=O)N3CCCC(O)C3)cc2)CC1 (stereo not given),1.1,-19,4,3,-5,-5,-5,i,2
COc1ccc(/C=N/n2c(=O)[nH]c3c([nH]c4ccc(C)cc43)c2=O)cc1CN1CCOCC1,.,0,7,5,-3,-7,-22,i,-4
CCOC(=O)C1CCCN(C(=O)COc2ccc(C(=O)c3ccccc3)cc2)C1 (stereo not given),0.4,-1,12,6,3,-1,2,i,4
COc1ccc2nc3n(c(=O)c2c1)-c1ncccc1C(=O)NC3C (stereo not given),1.2,1,-3,-6,-2,-1,-8,i,-1
CCc1nc2c(c(=O)c3ccccc3n2C)c(=O)n1C1CCCCCC1,0.5,-3,-33,12,-6,-5,1,i,0
O=C1NC2(CCCCC2)C(=O)N1/N=C/c1ccc(O)cc1O,3.3,1,-1,13,-11,0,0,i,-1
COc1cc(NC(=O)c2cc(Br)cc(C)c2OC)ccc1NC(=O)C(C)C,-0.2,-6,4,-8,10,-3,7,i,7
O=C1CSC(c2ccc(F)cc2)N1c1ccccc1F (stereo not given),0.5,5,1,12,-3,-1,1,i,-3
CC(C)(C)c1nc(N)nc(=O)[nH]1,-0.2,-1,-1,-3,9,-6,-3,i,-1
Cc1nc2nc(SCc3nc4ccccc4[nH]3)[nH]c2cc1Br,-1.6,3,5,-103,-2,-3,-3,i,-4
CCCc1nc2c(Cl)cc(C(F)(F)F)cn2c1Cc1ccc(OC)cc1C,0.7,0,-2,.,-4,-3,0,.,.
Cc1ccc(C(=O)COc2cc(C)nc3nncn23)cc1,-0.3,0,0,1,-8,-2,-8,i,-5
N#CCNC1CC(=O)N(c2ccc(F)cc2)C1=O (stereo not given),-1.1,4,1,17,-3,-4,-6,i,0
O=C(c1ccco1)N1CCN=C1SCc1c(F)cccc1Cl,0.8,1,5,-2,-4,-2,9,i,-2
CCOCCn1c(CN2CCOCC2)nc2c1c(=O)[nH]c(=O)n2C,-0.5,0,3,7,-10,0,-8,i,0
O=C(COc1ccc(Cl)cc1)NNC(=O)c1ccccn1,0.1,1,13,4,4,-8,-11,i,-3
CCC1(c2ccc(F)cc2)NC(=O)N(CC(=O)NCc2ccccc2Cl)C1=O (stereo not given),0.9,-3,-3,-12,-3,2,0,i,0
O=C1CCCCCCC(=O)[C@H](O)C[C@H](c2ccccc2)O1,1.4,-5,4,.,-6,-2,-8,.,.
COc1ccc(CN(C)CC(=O)Nc2cccc(S(=O)(=O)N(C)c3ccccc3)c2)c(OC)c1,0.8,1,12,-2,-6,0,14,i,0
CN(Cc1ccccc1)C(=O)CN1C(=O)NC(C)(c2ccc(C(C)(C)C)cc2)C1=O (stereo not given),1.0,-1,4,10,5,0,23,i,2
CSCCC(NC(=O)c1ccccc1Br)C(=O)NCC(c1ccco1)N1CCCCC1 (stereo not given),0.8,-4,4,9,4,-6,-7,i,4
CCN1C(=O)[C@H]2[C@@H](c3ccc(-c4ccc(F)cc4)cc3)N[C@@](C)(C(=O)OC)[C@H]2C1=O,0.5,5,3,-2,5,-2,-2,i,2
O=C(O)CC(NC(=O)C12CC3CC(CC(C3)C1)C2)c1ccc(OC2CCCC2)cc1 (stereo not given),0.8,-17,0,2,-2,-4,4,i,2
CCN(CC)S(=O)(=O)c1ccc(/C=C/C(=O)Nc2ccc(N3CCOCC3)cc2)cc1,2.0,-2,2,-12,-2,-1,7,i,-2
Cc1cccc(OCc2nnc(SCC(=O)N(C(C)C)C(C)C)n2Cc2ccco2)c1C,1.2,-3,-7,-112,-14,-9,6,i,0
CC(C)(C)OC(=O)N[C@H]1C=C[C@H](OC(=O)CC(=O)OCC(F)(F)F)C1,1.6,-1,1,1,-2,-1,-3,i,-2
COc1ccc(CCNC(=O)C2CCCN2S(=O)(=O)c2cccc3nsnc23)cc1OC (stereo not given),-0.2,2,1,-1,8,-6,-8,i,2
COc1ccc(C(=O)c2c3ccccc3[n+]([O-])n2CCC(N)=O)cc1,1.7,-2,4,1,1,-2,-14,i,0
Nc1ccccc1-c1nc2ccccc2s1,1.7,2,0,6,2,-6,19,i,3
O=C(Nc1nnc(COc2ccc(Cl)cc2)s1)C1CCCO1 (stereo not given),-0.7,3,6,18,-8,-5,-3,i,2
O=C(NCc1n[nH]c(=S)n1-c1ccccc1)c1ccco1,1.3,-1,1,13,-9,4,-9,i,-1
Cc1ccc(S(=O)(=O)N2CCN(C(=O)c3ccccc3)C2)cc1[N+](=O)[O-],0.5,0,1,-1,-6,-5,-9,i,-4
O=C(O)c1cccc(NC(=S)NC(=O)c2cncc(Br)c2)c1,0.2,-1,-1,31,-2,-5,-8,i,-1
CS(=O)(=O)c1ccc(-c2cccc(NC(=O)c3ccco3)c2)nn1,-0.8,-2,2,14,-9,-2,-5,i,-2
O=C(CSc1nnc(-c2ccncc2)n1Cc1ccco1)Nc1ccccc1F,1.2,103,-1,-9,4,1,-9,i,-1
CCCN(CC(=O)Nc1cccc(Br)c1)CC(=O)Nc1ccc(F)c(F)c1F,0.7,-16,3,-14,3,-5,41,i,-1
COc1ccc(Cl)cc1NC(=O)CN(C1CCCCC1)S(C)(=O)=O,0.8,-4,-1,1,-2,1,12,i,0
O=C(CSc1ncccn1)NCc1ccc(F)cc1,-0.3,1,2,-36,8,-3,-5,i,0
CCCCCSc1nnc(-c2cc(Br)ccc2N)c(=O)[nH]1,1.6,7,2,-14,-11,-10,3,i,4
Cc1cc(C)cc(C(=O)OCC(=O)NCc2cccs2)c1,1.1,-5,5,-2,0,-12,2,i,2
O=c1[nH]c2ccccc2n1Cc1ccc(F)cc1,0.6,-2,1,6,-7,-4,-4,i,3
O=C1CN(C(=O)c2cc(Br)c(Br)s2)c2ccccc2N1,2.4,2,-5,-7,-4,-4,6,i,-2

No enrichment for hits (roughly 3.7% active in at least one column).
